# Screens: PubChem, National Center for Advancing Translational Sciences (NCATS)
# a7 integrin act: activators of alpha7 integrin expression for muscular dystrophy; 350,000 compounds, 0.064% hits; Potency, µM (series often up to 38.3 µM), for inactives: top-dose activation, actives largely listed as activators; alpha7betagal myoblasts, beta-gal FDG fluorescence, 48 h; AID 624291;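 further: potency means the concentration at half of the fitted maximal effect; 100% = response of the positive control SU9516; nearly all actives have a fitted effect of over 60% in size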
#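 alpha7betagal+/- myoblasts (passage 13, 250/well) treated 48 h at 37C with compounds at 1:260 dilution of DMSO stock. Lysed, then beta-galactosidase activity read as FDG fluorescence (ex 480/em 540) after 30 min, with pre-read for autofluorescence.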
# Coupling enz: coupling enzyme interference in Giardia aldolase counter-screen | 290,000 compounds, 0.67% hits | AID 2472 | activity change, negative = inhibition, % at 58.2 µM, hits read low | coupling enzyme system counterscreen, AmpLite Red fluorescence; in the data active means activity change below about -30%; further: on the % scale 0 is the no-effect control and ±100 the full control effect
#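 Activity here indicates interference with the coupling reaction, not aldolase inhibition. Compounds at 57.5 uM final met coupling enzymes for 10 min at RT; substrate and AmpLite Red detection followed, with a 525/598 nm fluorescence read after 20 min.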
# KCNH2 3.1 inh: KCNH2 3.1 (human) potassium channel inhibition. U2OS KCNH2 3.1, thallium flux FluxOr; hits give low values. activity change, % (tested at about 1.8 µM). 340,000 compounds, 0.95% hits;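 active means maximum activity change below -70%; inconclusive means maximum activity change from -70% to -50%; inactive means maximum activity change above -50%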;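 further: thallium influx rate constant from kinetic fluorescence after stimulation buffer; on the % scale 0 is the no-effect control and ±100 the full control effect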
#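 Thallium flux via FluxOr fluorescence (Red40 quencher, 45 min loading) in U2OS cells virally expressing the KCNH2 3.1 isoform (1.77 x 10^8 /mL virus, overnight at 37 C). Rate constants from 2-min kinetic reads post-stimulation, normalised to positive and negative controls.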
# GALK inhibitor: galactokinase (human) inhibition; P51570; Purified GALK, Kinase-Glo residual ATP luminescence; Potency, µM (titrated, usually from 57.5 µM), for the others: top-dose activity change, negative = inhibition, hits mostly inhibitors; 270,000 compounds, 0.007% hits; AID 1868; further: potency means the concentration at half of the fitted maximal effect; on the % scale 0 is the no-effect control and ±100 the full control effect
#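 5 nM enzyme, 35 uM ATP, 100 uM galactose, 20 mM HEPES pH8.0, 5 mM MgCl2; 1 h RT; residual ATP by Kinase-Glo Plus luminescence, qHTS format.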
# KCNH2 WT inh: inhibitors of human wildtype KCNH2 potassium channel. U2OS, BacMam KCNH2, thallium flux FluxOr; hits give low values. activity change, % at 1.84 µM. 340,000 compounds, 0.37% hits;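 active means maximum activity change below -70%; inconclusive means maximum activity change between -70% and -50%; inactive means maximum activity change above -50%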; further: on the % scale 0 is the no-effect control and ±100 the full control effect
#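 U2OS cells transduced with wild-type KCNH2 virus are loaded with FluxOr dye for 45 min, and thallium flux is measured in kinetic reads before and after stimulation buffer. Rate constants are normalized to DMSO controls.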
# CXXC DNA block: blocks binding of human MLL CXXC domain to DNA; Potency, µM (doses to about 115 µM), without a hit: at the top dose activity change, negative = inhibition, actives largely listed as inhibitors; Q03164; MLL-CXXC / FITC-HOXA9 DNA fluorescence polarization; AID 2662; 290,000 compounds, 0.037% hits; active means well fitted inhibition curve with a large enough effect in the polarisation, with a control signal flat, not every such curve was filed as active; inconclusive means small, poorly fitted or top-dose-only effect, or effect the other way, or a change in a side signal; inactive means no such curve, though single readings can be large or run the other way; the % refers to the polarisation; further: potency means the concentration at half of the fitted maximal effect
#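 Steps: dispense CXXC domain solution (7 uM) → pin compounds or unlabeled HOX-A9 DNA control → 5 min ambient → add FLSN-HOX-A9 solution (50 nM) → spin → 30 min ambient → fluorescence polarization. Tris pH 7.5/NaCl/DTT/BSA buffer.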
# AT treatment: potential ataxia-telangiectasia treatments restoring KAP-1 phosphorylation | […] A-T fibroblasts, KAP-1 phosphorylation AlphaLISA; neocarzinostatin DNA damage 30 min before lysis | Potency, µM (highest dose often 57.5 µM), for the others: at the top dose activation, most hits filed as activators | 320,000 compounds, 0.19% hits; further: potency means the concentration at half of the fitted maximal effect; % of control where 0% means no effect; nearly all actives have a fitted effect of over 45% in size
#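 hTERT-immortalized A-T patient fibroblasts ([…]), 500 cells/well in OPTI-MEM, 1% FBS, got compounds for 60 min, then NCS for 30 min at 37C. Lysates were then assayed for phospho-KAP-1 by AlphaLISA (anti-pKAP1 donor, anti-KAP1 acceptor beads), 6 hr at 25C.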
# ASM inhibitor: blocks human secretory acid sphingomyelinase; P17405; placental ASM, HMU-PC fluorogenic substrate, 60 min; Potency, µM (highest dose often 57.5 µM), inactives show at the highest dose activity change, negative = inhibition, hits mostly inhibitors; 340,000 compounds, 0.006% hits; AID 504937; further: potency means the concentration at half of the fitted maximal effect
# Target sequence (P17405 47-631 limits assumed): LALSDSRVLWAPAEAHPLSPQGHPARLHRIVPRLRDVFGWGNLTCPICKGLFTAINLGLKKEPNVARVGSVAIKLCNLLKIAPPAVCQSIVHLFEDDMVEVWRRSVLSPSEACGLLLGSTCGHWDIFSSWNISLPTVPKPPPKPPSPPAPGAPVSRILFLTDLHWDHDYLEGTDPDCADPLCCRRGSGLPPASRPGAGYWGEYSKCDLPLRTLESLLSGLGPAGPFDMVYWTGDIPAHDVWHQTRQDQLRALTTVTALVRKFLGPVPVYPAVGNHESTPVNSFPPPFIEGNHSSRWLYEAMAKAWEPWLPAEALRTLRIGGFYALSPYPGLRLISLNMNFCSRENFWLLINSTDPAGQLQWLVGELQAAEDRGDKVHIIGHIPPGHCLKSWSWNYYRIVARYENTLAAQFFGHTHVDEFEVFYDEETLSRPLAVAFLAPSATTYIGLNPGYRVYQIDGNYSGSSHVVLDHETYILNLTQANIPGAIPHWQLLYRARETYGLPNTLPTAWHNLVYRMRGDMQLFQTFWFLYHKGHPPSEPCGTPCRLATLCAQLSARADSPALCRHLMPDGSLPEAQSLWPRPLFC
#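 qHTS format. ASM enzyme prepared from human placenta hydrolyses the fluorogenic substrate HMU-PC0 (9 uM final) over 60 min at 37 °C after a 10 min compound preincubation.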
# MBNL1 CUG block: MBNL1-poly(CUG) RNA binding inhibition; Q9NR56; TR-FRET MBNL1-His/biotin-(CUG)12 binding, 665/545 ratio; Potency, µM (top dose mostly 57.5 µM), without a hit: at the highest dose activity change, negative = inhibition, most hits filed as inhibitors; 280,000 compounds, 0.036% hits; AID 2675; active means well fitted inhibition curve with a large enough effect in the signal ratio, with a control signal flat, not every such curve was filed as active; inconclusive means small, poorly fitted or top-dose-only effect, or effect the other way, or a change in a side signal; inactive means no such curve, though single readings can be large or run the other way; the % refers to the signal ratio; further: potency means the concentration at half of the fitted maximal effect; on the % scale 0 is the no-effect control and ±100 the full control effect
# Target sequence (Q9NR56 whole entry, looked up): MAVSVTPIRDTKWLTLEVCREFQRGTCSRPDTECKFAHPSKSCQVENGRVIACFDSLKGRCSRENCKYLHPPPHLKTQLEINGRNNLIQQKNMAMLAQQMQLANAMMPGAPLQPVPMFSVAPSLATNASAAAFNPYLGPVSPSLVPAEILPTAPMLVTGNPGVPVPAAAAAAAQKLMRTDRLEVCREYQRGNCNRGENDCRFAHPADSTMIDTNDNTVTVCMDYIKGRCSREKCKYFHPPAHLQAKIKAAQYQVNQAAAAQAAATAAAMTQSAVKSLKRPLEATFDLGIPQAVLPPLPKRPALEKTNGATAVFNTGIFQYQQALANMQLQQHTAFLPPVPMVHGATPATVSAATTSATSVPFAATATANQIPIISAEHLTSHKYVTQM
#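 Ratiometric TR-FRET (665 over 545 nm, excitation 340 nm) tracks disruption of MBNL1-His/biotin-(CUG)12 complex after 60 min at room temperature, with compounds at 92 nM to 58 uM final.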
# TRPV1 ag: human TRPV1 agonism; Q8NER1; 320,000 compounds, 0.19% hits; activation, % at 8.33 µM; AID 540275; TRPV1-expressing cells, Fluo-8 calcium influx, agonist mode; in the data active means activation above about 80%; inconclusive means between about 30% and that limit; further: 0% is about no effect
#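 TRPV1-expressing cells were cultured overnight at 35.5C and loaded with Fluo-8 calcium dye for 40 to 90 min at room temperature. After a 10 s baseline, compound was added and calcium influx was read kinetically for 3 min (ex 480/em 520 nm).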
# * marks the source's active call; other numbers are inactive results; u = inconclusive; x = not tested or not shown; & = joins results of further samples; [ ] = another dose, or the depositor's remark. Unless noted, the call rests on the fitted dose curve; in most records, active means well fitted curve in the direction sought with a large enough effect; inconclusive means small, poorly fitted or top-dose-only effect, or another doubt; inactive means no such curve, though single readings can be large; an effect the other way counts as inactive or inconclusive.
SMILES,a7 integrin act,Coupling enz,KCNH2 3.1 inh,GALK inhibitor,KCNH2 WT inh,CXXC DNA block,AT treatment,ASM inhibitor,MBNL1 CUG block,TRPV1 ag
O=S(=O)(c1cccc2nsnc12)N1CCNCC1,27%,-2,-2,0%,-4,34%[activator],-2%,-1%,u,-1
Fc1ccccc1COc1ccccc1CNCc1ccncc1,0%,0,-32,2%,6,8%,3%,2%,-9%,u
CCN(CC)C(=O)C1CCN(S(=O)(=O)c2cccc3nonc23)CC1,-11%,3,7,-1%,-2,-4%,-4%,-2%,u,-6
Cn1cc(Br)c(C(=O)NNC(=O)c2ccc(Cl)cc2)n1,3%,3,x,0%,6,2%,-1%,1%,x,-5
O=C1Nc2ccccc2C1=Nc1cccc(Cl)c1,15%,-2,7,0%,-16,4%,1%,-5%,u,1
CCNc1nc(NC(C)C)nc(Nn2cnnc2)n1,-1%,-1,-2,0%,-11,6%,4%,-2%,3%,-2
COc1ccc(C(=O)NNC(=O)c2ccc(S(=O)(=O)N3CCCCC3)cc2)cc1,32%,1,-18,4%,5,-3%,2%,-1%,1%,1
O=C1NC(c2ccccc2)(C(F)(F)F)C(=O)N1Cc1cccnc1 (stereo not drawn),4%,-2,1,-2%,-4,-5%,-3%,4%,-7%,2
CCOc1ccc(/C(O)=C2/C(=O)C(=O)N(CCOCCO)C2c2ccc(F)cc2)cc1 (stereo not drawn),11%,19,25,0%,-16,3%,-3%,0%,35%[activator],-1
COc1cccc(NC(=O)CN2C(=O)NC3(CCCC3)C2=O)c1,40%,0,-6,17%,1,0%,8%,3%,-3%,-1
Cc1onc(-c2ccccc2)c1C(=O)N(C)CCc1ccccn1,10%,x,-6,-1%,5,13%,2%,1%,-1%,0
COc1ccc(CN2CCCC(CO)(Cc3cccc(Cl)c3)C2)cc1OC (stereo not drawn),0%,-2,-17,-1%,2,8%,4%,2%,-12%,16

# Single records, from the list above:
# Results for Cn1cc(Br)c(C(=O)NNC(=O)c2ccc(Cl)cc2)n1 = a7 integrin act: 3%; Coupling enz: 3; KCNH2 3.1 inh: x; GALK inhibitor: 0%; KCNH2 WT inh: 6; CXXC DNA block: 2%; AT treatment: -1%; ASM inhibitor: 1%; MBNL1 CUG block: x; TRPV1 ag: -5
# Results for Cc1onc(-c2ccccc2)c1C(=O)N(C)CCc1ccccn1 = a7 integrin act: 10%; Coupling enz: x; KCNH2 3.1 inh: -6; GALK inhibitor: -1%; KCNH2 WT inh: 5; CXXC DNA block: 13%; AT treatment: 2%; ASM inhibitor: 1%; MBNL1 CUG block: -1%; TRPV1 ag: 0

# (listing goes on)
SMILES,a7 integrin act,Coupling enz,KCNH2 3.1 inh,GALK inhibitor,KCNH2 WT inh,CXXC DNA block,AT treatment,ASM inhibitor,MBNL1 CUG block,TRPV1 ag
CC(=O)C1=C(O)CCC1=N,-5%,-2,-6,0%,-3,3%,-1%,3%,-2%,4
COc1ccccc1-c1nnc(C2CCN(S(=O)(=O)c3ccc([N+](=O)[O-])cc3)CC2)o1,13%,x,-7,-1%,42,9%,-12%,-1%,u,-1
Cc1c(NC(=O)c2cnn3c(C(F)(F)F)cc(-c4ccco4)nc23)c(=O)n(-c2ccccc2)n1C,4%,1,3,3%,7,5%,16µM*,-1%,u,-2
N=C1/C(=C\c2ccc(-c3ccc(C(=O)O)cc3)o2)C(=O)N=C2SC=C(c3ccccc3)N12,11%,-6,-5,x,-8,u,12%,-3%,16%,0
CCCC(=O)C1=C(N2CCCCC2)CC(C)(C)C(C(=O)OC)C1=O (stereo not drawn),6%,-3,-3,5%,-3,8%,3%,0%,-13%,1
COc1ccc(C2(C(=O)N3CCOCC3)CCCC2)cc1,-11%,x,-8,0%,8,5%,0%,-2%,-2%,-2
C[C@@H]1CC=C[C@H]2[C@H]1C(=O)N(Cc1ccccc1)[C@H]2c1ccc(-c2ccc(N(C)C)cc2)cc1F,18%,1,-7,-3%,1,-3%,52%,17%,1%,0
Cc1cc(C)cc(NC(=O)COC(=O)c2cc(=O)[nH]c(=O)[nH]2)c1,11%,4,6,9%,-3,-12%,2%,-2%,-2%,2
Cc1ccnn1CCC(=O)N1CCCC(N2CCN(c3cccc(Cl)c3)CC2)C1 (stereo not drawn),-2%,x,-7,-4%,13,8%,9%,2%,-1%,-1
CC1Sc2ccc(S(=O)(=O)N3CCC(C(=O)N(C)Cc4ccco4)CC3)cc2NC1=O (stereo not drawn),-48%,x,2,-3%,9,12%,25%,-2%,-1%,2
CC(C)(C)c1ccc(C(=O)Nc2ccc(F)cc2)s1,1%,-21,-9,0%,6,29%,33%,-5%,6%,x
CC(C(=O)Nc1ncccn1)(c1ccccc1)c1ccccc1,6%,0,5,8%,-2,6%,-7%,4%,-12%,-3
COc1ccccc1NC(=O)C1=C(C)NC(=O)NC1c1ccccc1F (stereo not drawn),1%,0,-3,0%,1,-4%,2%,3%,3%,3
COCCn1cnc2c1c(=O)n(Cc1ccccc1C#N)c(=O)n2Cc1ccccc1,-10%,1,-9,-3%,-11,-4%,1%,1%,-3%,2
Cc1cc(C)cc(OCc2ccc(C(=O)N3N=C(C(F)F)CC3(O)C(F)F)o2)c1 (stereo not drawn),7%,-4,6,5%,3,-2%,4%,-1%,-4%,0
O=C(Nc1ccc2c(c1)OCO2)c1ccc2c(c1)OCO2,12%,-1,13,4%,3,18%,-6%,6%,-6%,u
O=C(CN(C(=O)CCC(=O)Nc1ccccn1)c1cccc(F)c1)NCc1ccco1,-27%,0,2,1%,9,20%,-6%,2%,-7%,-1
CC(=O)N(C1=C(O)c2ccccc2C(=O)C1=O)C1CCCCC1,-17%,-3,-10,4%,-9,-3%,-5%,3%,u,-1
CC1CN(c2nc(-c3ccc(Br)cc3)nnc2-c2ccccc2)CC(C)N1 (stereo not drawn),7%,0,-18,-5%,27,u,0%,0%,-17%,x
CC(=O)C1=C(O)C(=O)N(Cc2ccccc2)C1c1ccc(Cl)cc1 (stereo not drawn),2%,15,-1,x,-10,11%,0%,9%,5%,-2
CCN(CC)CCNC(=O)c1cc2c(-c3cccc(OC)c3)nn(C)c2s1,-52%[inhibitor],1,-3,x,4,9%,3%,0%,-29%,1
COCCN1C(=O)c2ccc(C(=O)Nc3nccs3)cc2C1=O,-2%,1,5,1%,-20,-8%,-1%,-1%,u,2
COc1cc(O)c(C(CCN2CCOCC2)c2ccc(N(C)C)cc2)c(OC)c1 (stereo not drawn),36%,-1&-1,22,1%,1,5%,0%,3%,-10%,-3
COc1ccc(C2=NS(=O)(=O)N(C)C(C(=O)Nc3ccc(C(C)=O)cc3)=C2)cc1OC,-26%,1,8,-1%,8,23%,-2%,-29%,u,7
S=c1[nH]nc(COc2ccccc2)n1/N=C/c1cccc(Br)c1,-23%,-4,9,3%,7,-12%,5%,-19%,-3%,-2
Cc1csc(NC(=O)C2CCCN(S(=O)(=O)c3ccc4c(c3)oc(=O)n4C)C2)n1 (stereo not drawn),-4%,0,-9,1%,-21,-12%,4%,-1%,-15%,7
COC(=O)c1cc2c(ccn2-c2ccc(F)cc2)n1CC(=O)C(C)(C)C,-18%,-7,-3,-1%,x,-2%,-4%,-6%,8%,13
C[C@@]12C(=O)Nc3ccc(Br)cc3C(=O)N1[C@H]1c3ccccc3OC[C@@H]1[C@@H]2c1ccccc1,-6%,x,-14,x,-17,x,-3%,-9%,x,x
O=C(NCCc1ccco1)C(=O)NCC1OCCCN1S(=O)(=O)c1cc(F)ccc1F (stereo not drawn),-12%,x,3,-4%,-14,-4%,5%,1%,-4%,0
Cn1c(=O)[nH]c(NC2CCCCC2)c([N+](=O)[O-])c1=O,-8%,4,-15,0%,0,2%,2%,6%,4%,1
CN(c1ccccc1)S(=O)(=O)c1ccc(C(=O)NCCc2ccc(F)cc2)cc1,4%,1,-4,1%,11,20%,-7%,28%,-6%,12
CNC(=S)Nc1cccc([N+](=O)[O-])c1,0%,-1,34,4%,-2,29%,3%,1%,u,-1
COc1ccccc1NC(=O)c1ccccc1NS(C)(=O)=O,-6%,5,0,0%,2,2%,-3%,1%,-7%,12
COc1cccc(N2C(=O)CC(N3CCN(C(=O)c4ccco4)CC3)C2=O)c1 (stereo not drawn),17%,-2,12,0%,1,4%,2%,-2%,2%,-1
COc1ccc(C(=O)C/C(=C\C(=O)c2ccc(C)cc2)c2ccccc2)cc1,-57%[inhibitor],0,-27,x,-5,7%,3%,-3%,5%,u
Cc1cc(N(C)N)nc(NC(=O)NS(=O)(=O)c2ccccc2Cl)n1,6%,1,8,x,-5,14%,0%,2%,3%,4
O=C(CN1C(=O)COc2ccccc21)NCCCN1CCN(c2ccccc2F)CC1,7%,x,-1,6%,28,15%,-10%,5%,6%,4
